# Assay outcomes: PubChem, National Center for Advancing Translational Sciences (NCATS)
# EPAC1 antag = qHTS for Antagonist of cAMP-regulated guanine nucleotide exchange factor 3 (EPAC1): primary screen; Rap guanine nucleotide exchange factor 3 (Homo sapiens), O95398; EPAC1 GEF assay, Rap1b-BODIPY-GDP exchange fluorescence; 0.14% of 360,000 active; Potency, µM (highest dose often 115 µM), without a hit: at the highest dose activity change, negative = inhibition, most hits filed as inhibitors;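 also: potency is read from the fitted curve at half-maximal effect; plate controls were vehicle for no effect and positive control for full effect; nearly all actives have a fitted effect of over 50% in size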
# WRN helicase inh = qHTS for Inhibitors of WRN Helicase; Bifunctional 3'-5' exonuclease/ATP-dependent helicase WRN (Homo sapiens), Q14191; WRN helicase unwinding, fluorescent forked duplex, kinetic; Potency, µM (series often up to 114 µM), without a hit: at the highest dose activity change, negative = inhibition, usual class: inhibitors; 0.46% of 360,000 active; AID 651768, 2012; also: potency is read from the fitted curve at half-maximal effect; % is scaled to controls: 0 for no effect and ±100 for the full control effect; nearly all actives have a fitted effect of over 55% in size
# Target sequence (Q14191 whole entry, looked up): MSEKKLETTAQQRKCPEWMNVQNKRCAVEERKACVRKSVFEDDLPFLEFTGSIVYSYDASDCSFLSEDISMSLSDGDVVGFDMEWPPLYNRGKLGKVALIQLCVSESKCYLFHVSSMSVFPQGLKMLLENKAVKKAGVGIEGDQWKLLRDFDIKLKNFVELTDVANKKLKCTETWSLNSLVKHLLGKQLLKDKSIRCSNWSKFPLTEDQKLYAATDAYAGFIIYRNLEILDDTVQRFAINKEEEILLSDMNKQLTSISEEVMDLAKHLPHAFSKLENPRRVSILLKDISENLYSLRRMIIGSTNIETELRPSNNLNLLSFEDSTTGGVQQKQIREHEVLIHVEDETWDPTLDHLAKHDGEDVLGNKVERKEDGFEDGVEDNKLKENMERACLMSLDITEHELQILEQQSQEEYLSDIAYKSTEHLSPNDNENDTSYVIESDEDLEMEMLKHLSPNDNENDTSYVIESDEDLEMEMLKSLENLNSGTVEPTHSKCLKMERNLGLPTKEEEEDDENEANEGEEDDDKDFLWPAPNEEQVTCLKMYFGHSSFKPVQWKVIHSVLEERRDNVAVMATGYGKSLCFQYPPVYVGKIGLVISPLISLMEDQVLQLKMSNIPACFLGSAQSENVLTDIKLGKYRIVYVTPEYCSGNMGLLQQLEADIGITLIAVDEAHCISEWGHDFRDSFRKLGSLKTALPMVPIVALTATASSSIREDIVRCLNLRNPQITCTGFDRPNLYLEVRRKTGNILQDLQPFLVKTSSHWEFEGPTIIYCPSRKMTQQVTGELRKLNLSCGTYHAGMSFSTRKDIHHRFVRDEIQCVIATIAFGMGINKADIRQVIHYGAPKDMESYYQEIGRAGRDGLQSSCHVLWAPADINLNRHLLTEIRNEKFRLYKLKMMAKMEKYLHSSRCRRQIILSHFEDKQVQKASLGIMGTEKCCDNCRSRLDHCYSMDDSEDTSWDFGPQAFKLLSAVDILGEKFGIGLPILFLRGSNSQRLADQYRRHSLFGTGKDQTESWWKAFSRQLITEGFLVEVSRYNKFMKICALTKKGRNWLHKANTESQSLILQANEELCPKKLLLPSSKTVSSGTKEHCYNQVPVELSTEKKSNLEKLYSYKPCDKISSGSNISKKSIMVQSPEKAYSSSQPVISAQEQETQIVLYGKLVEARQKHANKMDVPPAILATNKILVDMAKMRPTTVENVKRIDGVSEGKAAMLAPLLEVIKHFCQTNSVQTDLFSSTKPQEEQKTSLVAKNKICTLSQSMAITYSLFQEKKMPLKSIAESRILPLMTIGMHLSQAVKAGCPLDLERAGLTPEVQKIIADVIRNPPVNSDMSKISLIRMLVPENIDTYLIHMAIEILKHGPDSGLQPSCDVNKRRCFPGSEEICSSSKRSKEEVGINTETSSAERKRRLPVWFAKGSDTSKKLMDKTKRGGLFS
#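 Kinetic fluorescence helicase assay: unwinding of a quenched forked DNA duplex (100 nM final) with 2 mM ATP final raises red fluorescence (525/598 nm). Compounds sat 15 min at room temperature with 20 nM WRN beforehand.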
# IL2 activator = qHTS of IL-2 Activators; IL-2 activation reporter assay, cell-based qHTS; stimulated with anti-CD3/CD4/CD28 beads; in transgenic mouse T cells; 0.065% of 360,000 active; activation, % (series mostly up to about 46 µM); in the data active = activation above about 50%; inconclusive = mostly about 30% to 49%; also: 0% is about no effect
#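 Unstimulated transgenic mouse T cells; 60-min compound exposure; bead-based TCR/CD4/CD28 stimulation; 18 h culture, 37 degrees C; dual fluorescence (EGFP, DsRed) plate cytometry.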
# EPAC1 agonist = qHTS for Agonist of cAMP-regulated guanine nucleotide exchange factor 3 (EPAC1): primary screen; 0.073% of 360,000 active; EPAC1 agonist qHTS, biochemical assay; response scale: 100% = response to 6.5 mM cAMP; Potency, µM (top dose mostly 154 µM), for inactives: top-dose activation, most hits filed as activators; Rap guanine nucleotide exchange factor 3 (Homo sapiens), O95398; also: potency is read from the fitted curve at half-maximal effect; nearly all actives have a fitted effect of over 60% in size
#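 Compounds were pinned as a concentration titration into mixtures of EPAC1 (100 nM), BODIPY-GDP-loaded Rap1B (250 nM) and GDP (50 uM). After 5 min at room temperature, fluorescence was followed for 30 min; activity was scaled to 6.5 mM cAMP.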
# PLK1 PBD inh = qHTS for Inhibitors of PLK1-PDB (polo-like kinase 1 - polo-box domain): Primary Screen. Serine/threonine-protein kinase PLK1 (Homo sapiens), P53350. Plk1 PBD binding of FITC phosphopeptide, fluorescence polarization. Potency, µM, without a hit: max response, negative = inhibition, actives largely listed as inhibitors. 2.8% of 360,000 active. AID 720504, 2013; also: potency is read from the fitted curve at half-maximal effect; series mostly up to about 57 µM; % is scaled to controls: 0 for no effect and ±100 for the full control effect; nearly all actives have a fitted effect of over 65% in size
# Abeta rescue = qHTS for compounds that reverse cellular toxicity of Amyloid beta (A-beta) peptide in yeast: Primary Screen; 0.063% of 410,000 active; Potency, µM (top dose mostly 46.1 µM), for inactives: top-dose growth rescue, most hits filed as activators; yeast expressing A-beta42, growth rescue, OD600, 48 h; response scale: 0% DMSO, 100% iron-clioquinol control; AID 1347071, 2019; also: potency is read from the fitted curve at half-maximal effect; nearly all actives have a fitted effect of over 55% in size
#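 Growth rescue measured by 600 nm absorbance after 48 h yeast culture at 30 C with compound. Values normalized between DMSO and an equimolar ferric chloride plus clioquinol control.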
# PI5P4Ka inh = qHTS for Inhibitors of phosphatidylinositol 5-phosphate 4-kinase (PI5P4K); Phosphatidylinositol 5-phosphate 4-kinase type-2 alpha (Homo sapiens), P48426; 1.2% of 330,000 active; max response, %; AID 652105, 2013; PI5P4Kalpha enzyme, ADP-Glo luminescence, 60 min; hits give low values; active = max response of -50% or lower; inconclusive = between -30% and -50%; inactive = -30% or higher; also: value at the top dose of about 77 µM; % is scaled to controls: 0 for no effect and ±100 for the full control effect
#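 qHTS, 1536-well: enzyme/substrate mix, compound by pin tool, 5 microM ATP final; RT 60 min; ADP-Glo reagents 1 (45 min) then 2 (30 min); luminescence.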
# FUS yeast rescue = qHTS for Suppressors of FUS Proteinopathy: Primary screen using FUS-linked yeast assay; S. cerevisiae FUS-expressing, growth rescue, OD600, 24 h; Potency, µM (doses to about 76.6 µM), for inactives: at the highest dose growth rescue (activation), actives largely listed as activators; 0.24% of 390,000 active; AID 1347120, 2019;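 also: potency is read from the fitted curve at half-maximal effect; plate controls were DMSO vehicle for no effect and reference control for full effect; nearly all actives have a fitted effect of over 55% in size; some results filed as inactive show a strong effect at the top dose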
#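 Compound concentration series was pinned onto galactose-induced FUS-expressing yeast seeded at OD 0.005. Plates sat 24hr at 30C; absorbance at 600 nm gave growth. DMSO served as background control.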
# aSyn rescue = qHTS of alpha-syn Inhibitors; Yeast expressing alpha-synuclein, growth rescue, BacTiter-Glo, 24 h; Potency, µM (top dose mostly 46.1 µM), for inactives: at the top dose growth rescue (activation), actives largely listed as activators; 0.14% of 370,000 active; also: potency is read from the fitted curve at half-maximal effect; % of control where 0% means no effect; nearly all actives have a fitted effect of over 65% in size
#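 Readout is rescue of growth in alpha-synuclein-expressing yeast, so inhibitors of toxicity appear as activators. Growth after 24 hr at 30 deg C in galactose medium is quantified by luminescence.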
# Starred values were filed as active, the others as inactive; ? = inconclusive; . = not tested or not shown; & = joins results of further samples; [ ] = another dose, or the depositor's remark. Unless noted, calls follow the shape of the dose curve; as a rule, active = well fitted curve in the direction sought with a large enough effect; inconclusive = small, poorly fitted or top-dose-only effect, or another doubt; inactive = no such curve, though single readings can be large; an effect the other way counts as inactive or inconclusive. An unsorted share of the library, and some 4.1% of all compounds hit somewhere here.
SMILES,EPAC1 antag,WRN helicase inh,IL2 activator,EPAC1 agonist,PLK1 PBD inh,Abeta rescue,PI5P4Ka inh,FUS yeast rescue,aSyn rescue
Cc1cccc(-n2nc([N+](=O)[O-])c(=NCc3cccnc3)n2O)c1,13%,-3%,0.6,-8%,-5%,-32%,.,13%,-12%
O=C(Nc1nc2c(s1)CCCC2)c1ccc2ncsc2c1,-5%,-3%,-2.8,13%,-13%,-76%[inhibitor],?,-9%,-35%[inhibitor]
O=C(N/N=C/C1CC2CCC1C2)c1c[nH]c2ccccc12 (stereo not drawn),8%,0%,0.8,7%,-8%,3%,0,14%,-6%
CCOc1ccc(-c2csc(NNC3=NCCCCC3)n2)cc1,-17%,0%[57.1 µM],-0.5,-1%,19µM*,2%,-17,16%,-11%
COc1cccc(-c2nnc(NC(C)=O)o2)c1,-12%,1%,-3.2,-7%,-14%,-8%,3,-9%,-4%
CN(C)N1C(N)=C(C#N)C(c2ccccc2F)C2=C1CC(C)(C)CC2=O (stereo not drawn),0%,6%,0.9,4%,-13%,5%,-2,-29%,-4%
COc1ccc(/C=C/C(=O)N2CCC(C(N)=O)CC2)cc1S(=O)(=O)N1CCOCC1,-5%,0%,0.1,12%,-11%,9%,0,20%,-7%
CCN(C(=O)CCS(=O)(=O)c1ccc2c(c1)oc(=O)n2C)c1ccc(OC)cc1,?,-5%,-2.0,11%,-5%,3%&-11%,-6,-7%&10%,-1%
Cc1ccccc1C(=O)Nc1ccccc1NC(=O)c1ccccc1C,-1%,15%,0.2,5%,-16%,-25%,-12,17%,-7%
COCCNC(=S)N/N=C(\C)c1cc2ccccc2o1,-20%,3%,-2.8,6%,-15%,-20%,-4,1%,-7%
COc1cc(OC)cc(C(=O)NNC(=O)C2CCC2)c1,-12%,10%,-3.2,14%,-11%,-5%,-5,-47%,16%
CC1(C(=O)NC2CCCCC2)CCC(=O)N1Cc1ccc2c(c1)OCO2 (stereo not drawn),9%,-4%,-1.3,5%,-2%,-4%,2,0%,2%
CC(C)(C)c1ccc(C2(C)NC(=O)N(CC(=O)NCc3cccs3)C2=O)cc1 (stereo not drawn),-18%,6%,-2.0,-1%,1%,8%,-3,12%,0%
O=C(/C=C/c1ccc(Cl)c([N+](=O)[O-])c1)Nc1cccc(NC(=O)c2ccco2)c1,-17%,-4%,0.3,-1%,-4%,?,-11,4%,-3%
CCOC(=O)Cn1c(-c2ccccc2)ccc(C#N)c1=O,-13%,4%,0.1,-1%,3%,-1%,15,-9%,5%
Cn1c(=O)c2cc(NC(=S)NC3CCCCC3)ccc2n1Cc1ccc(Cl)cc1,-13%,1%,-0.5,3%,-26%,-13%,-23,?,0%
COc1ccc(C(=O)Nc2nc3nc(-c4ccccc4)cc(=O)n3[nH]2)cc1,10%,-16%[57.1 µM],0.5,2%,0%,-10%,2,15%,1%
Cc1ccc(NC(=O)c2cccc(C(=O)OC(C)C)n2)c(Br)c1,-14%,2%,7.2,15%,-30%,-10%,12,?,0%
C[C@@H]1CN([C@H](C)CO)C(=O)CCCn2cc(nn2)CO[C@H]1CN(C)S(=O)(=O)c1cccc(F)c1,-9%,6%,-3.4,-11%,-8%,-2%,-2,-4%,2%
CCOC(=O)c1c(C)[nH]c(C)c1C(=O)COC(=O)c1ccc(Cl)nc1,-7%,0%,-0.4,-2%,0%,7%,-1,3%,9%
COc1ccccc1CNC(=O)COC(=O)C1CCN(S(=O)(=O)c2c(Cl)cccc2Cl)CC1,-7%,3%,5.8,-13%,-15%,-5%,0,?,1%
COC(=O)c1cc(Br)c(=O)n(CCN(C(C)C)C(C)C)c1,13%,2%,1.3,-8%,1%,10%,1,13%,-8%
Cn1cc(-c2coc3c(C(=O)NCc4ccco4)cccc23)cn1,-18%,-20%,0.2,-2%,1%,-2%,7,3%,2%
O=C(Nc1cccc(O)c1)c1noc2c1CCCCC2,-5%,-3%[57.1 µM],-1.1,1%,-4%,-14%,.,7%,-17%
CCn1c(=O)c(=O)n(CC)c2cc(S(=O)(=O)Nc3cc(C)ccc3C)ccc21,-1%,1%[57.1 µM],-1.6,-11%,-13%,-3%,7,25%,-5%
CC(NC(=O)COC(=O)C1(C)CC1(Cl)Cl)c1ccccc1 (stereo not drawn),12%,7%,2.3,-3%,4%,12%,5,-10%,3%
O=C1C2C3C=CC(C3)C2C(=O)N1Nc1c(Cl)cc(Cl)cc1Cl (stereo not drawn),13%,11%,0.1,-3%,2%,3%,4,-5%,4%
COc1ccc(Cl)cc1NC(=O)C1COc2ccccc2O1 (stereo not drawn),-2%,-8%,-0.2,19%,-1%,-18%,14,-15%,4%
COc1ccccc1NC(=O)c1cnc(SC)nc1,5%,-1%,1.6,6%,6%,3%,-5,-11%,1%
CCc1ccc(NC(=O)C(C)OC(=O)c2cccc(S(=O)(=O)N3CCc4ccccc4C3)c2)cc1 (stereo not drawn),-5%,4%,0.0,3%,-5%,-5%,5,18%,10%
CC(C)N1CCc2c(sc(NC(=O)c3ccc(S(=O)(=O)N(C)CC4CCCO4)cc3)c2C(N)=O)C1 (stereo not drawn),17%,6%,0.2,7%,-6%,11%,6,15%,4%
COC(=O)[C@@H]1[C@@H](C)N(Cc2ccccc2)C(=O)N[C@H]1c1ccccc1,-13%,4%,0.7,12%,-1%,10%,1,-12%,3%
O=C(Nc1ccc(-c2cnco2)cc1)c1ccc(F)cc1F,-14%,-1%,-0.2,-4%,-9%,4%,-4,-2%,4%
CCOc1ccc(CCNC(=O)COC(=O)/C=C/c2cccc(OC)c2)cc1OCC,-20%,-3%,-3.6,-5%,0%,11%,-3,11%,0%
C=CCNS(=O)(=O)c1nc(C)c(Cl)c(C)c1C#N,10%,9%,-2.8,-1%,-4%,6%,.,17%,-15%
Cc1cc(C(=O)CSc2nnc(-c3ccccc3)o2)c(C)n1CC1COc2ccccc2O1 (stereo not drawn),-15%,1%,0.6,0%,-3%,8%,13,-1%,4%
O=C1c2ccccc2C(=O)N1Cc1nc2ccccc2c(=O)n1CCN1CCOCC1,0%,1%,1.8,-3%,2%,14%,-4,3%,6%
O=C(/C=C/c1ccccc1)N(Cc1ccc(Cl)cc1)C1CCS(=O)(=O)C1 (stereo not drawn),-5%,-20%,-0.5,2%,0%,4%,5,-5%,0%
O=C(CSc1nncs1)Nc1cc(S(=O)(=O)N2CCOCC2)ccc1N1CCCC1,-6%,9%,-1.3,6%,-11%,5%,-7,12%,-2%
CC(=N\NC(=O)c1cc(Br)ccc1O)/C(=N/O)C(=O)Nc1ccccc1,-15%,-9%,-2.8,10%,-6%,-16%,-2,31%,-16%
COc1ccc(CC(=O)NCc2n[nH]c(=S)n2-c2ccc(F)cc2)cc1,-8%,-1%,-1.0,1%,?,0%,6,1%,-6%
Cc1nn(-c2ccccc2)c(C)c1C(=O)NCc1ccc(F)cc1,11%,4%,-3.0,2%,0%,-8%,-4,.,-5%
O=C(Cn1c(=S)[nH]c2ccccc2c1=O)NCCc1ccccc1,-3%,1%,0.5,0%,-5%,-8%,1,6%,-1%
O=C(Nc1nccs1)c1ccc(Br)c(S(=O)(=O)N2CCCC2)c1,7%,-18%,0.9,-3%,-12%,0%,-2,3%,-11%
CCCNC(=O)c1ccccc1NC(=O)c1cccc(-n2cnnn2)c1,-29%,2%,0.5,5%,-7%,-7%,-2,7%,-4%
OCCN(CCO)CC(O)CN(c1ccccc1)c1ccccc1 (stereo not drawn),14%,2%,0.2,-2%,2%,-16%,-5,-14%,-6%
NC(=O)C1CCCN(C(=O)CN2C(=O)NC(c3ccccc3)(c3ccccc3)C2=O)C1 (stereo not drawn),-9%,-8%,0.0,5%,2%,3%,0,-2%,0%
CCCC(C)NC(=O)c1cc(Cl)ccc1OC (stereo not drawn),7%,-4%,-1.1,-2%,-1%,6%,-4,-11%,1%
Cc1cc(O)c(C=O)c2c1C(=O)Oc1c(CO)c(O)c3c(c1O2)C(O)OC3=O (stereo not drawn),?,3.5µM*,0.0,11%,7.5µM*,3%,-84*,13%,-7%
CCC1(C)COC(c2ccc3c(c2)OCO3)OC1 (stereo not drawn),-6%,-16%,-0.6,2%,2%,-1%,2,-14%,-1%
COc1c(Br)cc2c(C)c(C(=O)N3CCOCC3)oc2c1Br,-3%,-2%,-0.1,15%,4%,10%,-2,6%,3%
CCOC(=O)CNc1nc(OCC#N)nc(N2CCOCC2)n1,-8%,-14%,-1.1,7%,-4%,9%,-7,7%,0%
CC[C@@]12C(=O)N(c3cccc(F)c3)C(=O)N1[C@H](c1ccc(OC)cc1)[C@@H]1C(=O)N(C(C)(C)C)C(=O)[C@@H]12,-21%,6%,0.0,-7%,-7%,-11%,-1,30%,6%

# Quoted from the entries so far for reference:
SMILES,EPAC1 antag,WRN helicase inh,IL2 activator,EPAC1 agonist,PLK1 PBD inh,Abeta rescue,PI5P4Ka inh,FUS yeast rescue,aSyn rescue
CCC1(C)COC(c2ccc3c(c2)OCO3)OC1 (stereo not drawn),-6%,-16%,-0.6,2%,2%,-1%,2,-14%,-1%
COc1c(Br)cc2c(C)c(C(=O)N3CCOCC3)oc2c1Br,-3%,-2%,-0.1,15%,4%,10%,-2,6%,3%
